Assay outcomes (PubChem)
UBC13 inh: blocks human UBC13 polyubiquitin chain formation; 330,000 compounds, 0.47% hits; TR-FRET; inhibition, % at 20 µM; in the data active means inhibition above about 45%, passing the limit was not always enough
Target sequence (P61088 whole entry, looked up): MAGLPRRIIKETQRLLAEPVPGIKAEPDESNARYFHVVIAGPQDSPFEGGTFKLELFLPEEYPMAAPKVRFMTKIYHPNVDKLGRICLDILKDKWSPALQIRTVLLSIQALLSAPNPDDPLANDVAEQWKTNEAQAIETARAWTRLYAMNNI
CCR6 antag: CCR6 (human) receptor antagonism; P51684; CHO-K1 CCR6 PathHunter beta-arrestin, luminescence, CCL20-stimulated; inhibition, % at 20 µM; 340,000 compounds, 0.49% hits; AID 493098;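 active means compounds whose inhibition of the agonist-driven luminescence signal at 20 µM reaches about 50%, limit read from the data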;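 further: cells stimulated with CCL20 at 14 nM final; plate controls were DMSO with CCL20 for no effect and DMSO without agonist for full effect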
CXCR6 block: CXCR6 (human) receptor inhibition; inhibition, % at 20 µM; 360,000 compounds, 0.36% hits; O00574; CHO-K1 PathHunter CXCR6 beta-arrestin, luminescence; AID 602244; in the data active means inhibition above about 34%, passing the limit was not always enough;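 further: antagonist mode with CXCL16 agonist at 10 nM final; 0% = 10 nM CXCL16 with DMSO and 100% = unstimulated wells without agonist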
Target sequence (O00574 whole entry, looked up): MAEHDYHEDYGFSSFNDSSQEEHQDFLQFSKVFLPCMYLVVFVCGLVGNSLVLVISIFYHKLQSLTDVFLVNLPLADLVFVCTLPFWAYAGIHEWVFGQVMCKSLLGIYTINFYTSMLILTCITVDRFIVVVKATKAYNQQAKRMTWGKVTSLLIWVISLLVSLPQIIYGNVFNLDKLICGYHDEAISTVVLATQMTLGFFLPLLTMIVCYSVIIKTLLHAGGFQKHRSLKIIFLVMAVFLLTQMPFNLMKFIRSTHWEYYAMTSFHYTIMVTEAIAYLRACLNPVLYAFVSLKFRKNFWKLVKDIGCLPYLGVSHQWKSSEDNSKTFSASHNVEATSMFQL
EBI2 block: antagonists of human EBI2 receptor. P32249. EBI2 beta-arrestin recruitment, luminescence, 7a,25-OHC stimulated. inhibition, % at 5 µM. 360,000 compounds, 0.81% hits; in the data active means inhibition above about 38%;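 further: enzyme fragment complementation signal reports receptor beta-arrestin coupling in cells; 0% = agonist plus DMSO wells and 100% = wells without agonist; some results beyond the cut were filed as inactive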
Target sequence (P32249 whole entry, looked up, the tested form may be a part): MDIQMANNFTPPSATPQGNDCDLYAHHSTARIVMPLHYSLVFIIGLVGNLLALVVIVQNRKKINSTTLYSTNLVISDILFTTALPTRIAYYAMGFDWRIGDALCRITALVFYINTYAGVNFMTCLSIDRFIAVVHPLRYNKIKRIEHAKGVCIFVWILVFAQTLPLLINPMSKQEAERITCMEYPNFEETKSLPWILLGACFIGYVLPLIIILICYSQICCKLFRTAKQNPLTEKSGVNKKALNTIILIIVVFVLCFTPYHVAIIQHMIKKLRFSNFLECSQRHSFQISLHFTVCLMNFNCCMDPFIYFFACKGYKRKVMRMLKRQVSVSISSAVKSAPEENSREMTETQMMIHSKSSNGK
Jurkat NFkB inh: inhibitors of the PMA/ionomycin-induced NF-kB reporter in Jurkat cells; inhibition, % at 4 µM; AID 435003; PMA/ionomycin-induced NF-kB luciferase reporter, luminescence; 330,000 compounds, 0.53% hits; in the data active means inhibition above about 50%
APJ antag: blocks the human apelin receptor APJ. inhibition, % at 20 µM. CHO-K1 APJ beta-arrestin complementation, luminescence. 330,000 compounds, 0.32% hits;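 active means inhibition above about 40% at 20 µM, limit read from the data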;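 further: cells challenged with 10 nM apelin-13 agonist together with compound; plate controls were apelin-13 plus DMSO wells for no effect and DMSO wells lacking apelin-13 for full effect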
697 NFkB inh: inhibitors of the PMA/ionomycin-induced NF-kB reporter in 697 B cells; 697 B-cell NF-kB luciferase reporter, 16 h; inhibition, % at 4 µM; 330,000 compounds, 0.33% hits; AID 435022; in the data active means inhibition above about 35%
Gli-Sufu antag: blocks Gli-Sufu signaling in a luciferase reporter; 340,000 compounds, 0.74% hits; Sufu-KO-LIGHT fibroblasts, Gli luciferase reporter luminescence; inhibition, % at 5 µM;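 active means inhibition above about 55%, limit read from the data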;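 further: 0% = DMSO-treated cells and 100% = wells with medium but no cells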
Numbers without * were called inactive; i = inactive; / = not tested or not shown.

no.	molecule	UBC13 inh	CCR6 antag	CXCR6 block	EBI2 block	Jurkat NFkB inh	APJ antag	697 NFkB inh	Gli-Sufu antag
1	CCOC(=O)C1=C(C)N=C2c3ccccc3C(=O)C2C1c1ccc(Cl)cc1 (stereo not drawn)	-34	41	23	13	-12	28	-9	10
2	CCn1c(SCC(=O)N/N=C/C=C/c2ccco2)nc2ccccc21	-9	15	3	-12	11	-7	-16	-4
3	CCOc1cccc2sc(Cl)nc12	9	5	-5	-3	-5	25	13	12
4	Cc1ccc(OCCSc2cc(C)nc(N)n2)cc1	8	-2	4	-4	-15	4	-16	-21
5	Cc1ccc(NC2=C(Cl)C(=O)OC2OC(=O)c2ccccc2)c(C)c1 (stereo not drawn)	13	11	-3	1	0	4	10	0
6	Cn1cncc1C#Cc1ccc2cc(CCCO)oc(=O)c2c1	5	-9	3	-10	-11	-3	-7	-21
7	O=C(NCc1ccc(Cl)cc1)c1cc(S(=O)(=O)N2CCCCC2)c[nH]1	1	9	-4	0	1	-84	5	23
8	CN(C)/C=C1\C=C2C(=O)c3ccccc3N2C1=O	i	12	-6	0	11	1	6	-14
9	O=C(Nc1ccc(N2CCOCC2)cc1N1CCOCC1)c1ccc(F)cc1	0	0	0	-14	2	0	10	20
10	O=S(=O)(NCCC1=CCCCC1)c1cccc(Br)c1	0	24	0	0	8	9	-7	-11
11	Cc1cc(NC(=O)c2ccccc2)n(C)n1	6	-1	7	-6	7	20	2	-3
12	COCC(C)NS(=O)(=O)c1ccc(NC(=O)c2ccccn2)cc1 (stereo not drawn)	11	-5	-9	8	1	-11	-7	-11
13	Cc1cc(Cl)c(S(=O)(=O)NCc2ccncc2)cc1OCC(N)=O	-4	3	-3	0	8	-9	-28	2
14	CC(C)CC(=O)Nc1ccc(Nc2ccccc2)cc1	6	3	-4	3	-32	-3	-36	15
15	C=CCSc1nc2ccsc2c(=O)n1-c1ccccc1	0	17	-4	-4	3	17	18	4
16	CN(C)c1ccc(/C=C/C(=O)c2ccccc2O)cc1	-180	38	11	5	-137	24	-147	-51
17	Cc1cc(C)n(-c2nc(NCCO)c3c4c(sc3n2)CCCC4)n1	-10	-11	-4	-12	-19	15	-9	0
18	CN(C)C(=O)c1ccc(-c2cc(C(F)(F)F)nn2C)s1	-6	3	1	-3	-61	9	-70	-35
19	O=C(COC(=O)c1cc(S(=O)(=O)N2CCOCC2)ccc1O)NCCc1ccccc1	4	0	-5	-5	6	7	16	-9
20	Cc1nc2nc(-c3ccco3)nn2c(C)c1Cl	11	-2	8	-10	-1	16	8	8

Looked up by structure from the list above:
no.	molecule	UBC13 inh	CCR6 antag	CXCR6 block	EBI2 block	Jurkat NFkB inh	APJ antag	697 NFkB inh	Gli-Sufu antag
14	CC(C)CC(=O)Nc1ccc(Nc2ccccc2)cc1	6	3	-4	3	-32	-3	-36	15
17	Cc1cc(C)n(-c2nc(NCCO)c3c4c(sc3n2)CCCC4)n1	-10	-11	-4	-12	-19	15	-9	0
7	O=C(NCc1ccc(Cl)cc1)c1cc(S(=O)(=O)N2CCCCC2)c[nH]1	1	9	-4	0	1	-84	5	23

As entered above:
#15 | Jurkat NFkB inh: 3
#19 | CXCR6 block: -5
#9 | APJ antag: 0

More compounds
no.	molecule	UBC13 inh	CCR6 antag	CXCR6 block	EBI2 block	Jurkat NFkB inh	APJ antag	697 NFkB inh	Gli-Sufu antag
21	COc1cc(OC)cc(C(=O)Nc2nc3ccc(S(C)(=O)=O)cc3s2)c1	-2	5	-2	0	-9	5	-21	-44
22	CC(=O)C1C(c2ccc(Cl)cc2)NC(=O)NC1(O)C(F)(F)F (stereo not drawn)	-9	-3	-5	-10	7	5	8	-6
23	COc1cc(CN2CCCC(CCC(=O)NCc3ccc(C)o3)C2)cc2c1OCO2 (stereo not drawn)	12	10	8	3	3	11	18	27
24	Cc1noc(C)c1CSCC(=O)Nc1cc(C(F)(F)F)ccc1N1CCCCC1	-7	23	6	13	-4	-18	-3	12
25	O=Cc1ccc(OCCN2CCCC2=O)cc1	-3	9	-1	-7	10	-16	8	12
26	CC(=O)Oc1ccc2c(c1)CCC1C2CCC2(C)C(OC(C)=O)CCC12 (stereo not drawn)	/	-14	-14	15	/	/	/	-13
27	CN(C(=O)c1ccc2c(c1)SC1=NS(=O)(=O)CCN12)C(c1ccccc1)c1ccccc1	-1	5	-3	0	10	-2	-20	21
28	COc1ccccc1NC(=O)C1=C(C)Nc2nnnn2C1c1cc(Br)ccc1OC (stereo not drawn)	3	15	-9	11	-9	-11	-8	-10
29	COc1ccc(-c2nn(-c3ccccc3)cc2C(=O)Nc2ccc(C(=O)O)cc2)cc1	-11	2	-3	3	-9	-14	10	-13
30	Cc1ccc(SCC(=O)OCC(=O)NCc2cccs2)cc1C	-4	-4	-4	-17	-1	0	-24	-4
31	CN1CCN(C2OC(=O)c3ccccc32)CC1 (stereo not drawn)	1	-1	12	-1	-14	-19	-4	4
32	O=C1CCC(=O)N1CCOP1(=O)COc2ccccc2OC1	-4	-6	11	-8	6	-7	-32	-1
33	COc1ccc(NS(=O)(=O)c2csc(C(=O)N3CCCC3)c2)cc1	-11	1	6	0	-7	-1	-9	3
34	COc1ccc(C)cc1N1CC(C(=O)OCc2nc(N)nc(Nc3ccccc3C)n2)CC1=O (stereo not drawn)	1	3	-4	-10	6	10	18	-13
35	S=C(NCc1ccco1)N1CCOCC1	-4	1	-2	-14	6	-1	0	0
36	CCOCCCNC(=O)Cn1cnc2sc(C)c(S(=O)(=O)N3CCN(c4ncccn4)CC3)c2c1=O	-6	-4	-3	0	-1	8	-1	5
37	CC(C)(C)c1cc(CCC(=O)N2CCC2)cc(C(C)(C)C)c1O	6	12	9	-4	2	-12	-4	6
38	COc1cccc(CNC(=O)CCC2CCCN(C/C=C/c3ccccc3OC)C2)c1 (stereo not drawn)	9	25	10	2	1	17	19	11
39	CC(=O)Nc1ccc(S(=O)(=O)NCCC(=O)OCC(=O)c2cc(C)ccc2C)cc1	-4	13	-4	1	5	16	9	-7
40	CN(C)c1cccc(C(=O)OC(C(=O)Nc2ccc([N+](=O)[O-])cc2Br)c2ccccc2)c1 (stereo not drawn)	-4	15	-2	1	9	0	27	9
41	O=C(Nc1ccccc1C(=O)N1CCCC1)c1cccc(S(=O)(=O)N2CCCCCC2)c1	5	19	-3	-2	-2	5	3	-2
42	CC(=O)N/C(=N\c1nc(C)cc(C)n1)Nc1ccc(Cl)cc1Cl	9	8	2	-2	-2	-4	11	9
43	NC1=NC(c2ccc(Cl)cc2)n2c(nc3ccccc32)N1 (stereo not drawn)	-2	6	4	-7	1	5	-2	-7
44	Cc1ccc(O)c(-c2cc(C(=O)NCc3ccncc3)[nH]n2)c1	9	10	-4	-4	1	-3	-5	-3
45	CC(=O)c1sc(C(C)(C)C)cc1NC(=O)/C=C/C(=O)O	-2	1	-11	0	-29	12	-31	5
46	O=C1CCCN1c1nccs1	0	-5	-11	0	2	5	20	-2
47	CC(/C=C/c1ccccc1)=N\NC(=O)c1cc(C)[nH]n1	-13	2	5	-16	-18	-9	-12	-7
48	O=C(CSc1nnnn1C1CCCC1)Nc1cccc(NC(=O)c2ccco2)c1	5	11	-3	-14	12	-5	10	-9
49	CCc1cccc(N(C)C(N)=Nc2cccc3ccccc23)c1	11	-3	-6	4	3	-6	23	-4
50	COCCN(Cc1nnc(-c2cccs2)o1)C(=O)CN1C(=O)NC2(CCCCC2)C1=O	-3	4	-2	-4	6	-1	9	-10
51	Cc1sc(NC(=O)CSc2nnc(C)c(=O)[nH]2)c(C#N)c1C	4	-6	-11	-16	-3	-6	-13	6
52	O=C(N/N=C\c1c(F)c(F)c(F)c(F)c1F)c1ccc(-c2ccccc2)cc1	-7	-11	2	-3	-14	12	-40	-12
53	Cc1ccn2c(NC(=O)c3ccco3)c(-c3ccccc3)nc2c1	3	1	5	-6	1	9	5	24
54	CNC(=O)c1c(NC(=O)c2ccc(S(=O)(=O)N3CCCCC3)cc2)sc2c1CCN(C(C)C)C2	3	25	12	2	-4	29	-25	10
55	Cc1nc2ccccn2c1/C(O)=C1\C(=O)C(=O)N(CCCN(C)C)C1c1ccc(F)cc1 (stereo not drawn)	2	/	/	/	11	-1	-9	/
56	Cc1ccc(S(=O)(=O)c2c(C)nn(-c3ccccc3)c2OC(=O)c2ccc(Br)o2)cc1	/	-6	-19	-11	/	/	/	-1
57	N#CC(C#N)=C1C(=O)N(CCN2CCOCC2)c2ccccc21	-15	12	-2	3	13	-23	13	-2
58	O=C(OCc1ccccc1)C1=NNC2C(=O)N(c3ccccc3)C(=O)C12 (stereo not drawn)	7	5	-1	4	3	3	13	2
59	COCCCN1C(=O)C(=O)/C(=C(/O)c2ccc(OC(C)C)cc2)C1c1ccc(O)c(OC)c1 (stereo not drawn)	-6	-18	/	/	24	7	8	1
60	CCN(CC)CC#CC(O)(c1ccccc1)c1ccccc1	-1	-4	12	-5	-1	-14	6	34
61	Cc1ccc(NC(=O)COC(=O)CNC(=O)c2ccc(C)s2)cc1	-10	-10	1	-4	-12	13	-4	-4
62	CC(=O)N1c2ccc(S(=O)(=O)N3CCOCC3)cc2CC1C (stereo not drawn)	3	10	-1	-11	5	14	7	-5
63	O=C(c1cnn2c(-c3ccccc3)cc(-c3ccccc3)nc12)N1CCN(Cc2ccccc2)CC1	31	38	25	10	7	5	5	3
64	COc1ccccc1CCN=C(N)NS(=O)(=O)c1ccc(C)cc1	9	11	-10	-13	-4	-12	12	-2
65	COC(=O)C(Cc1ccc(O)cc1)N1Cc2ccccc2C1=O (stereo not drawn)	4	-1	-10	-3	-24	14	-54	-39
66	Cc1c(NC(=O)C(C)Sc2n[nH]c(N)n2)c(=O)n(-c2ccccc2)n1C (stereo not drawn)	-2	-14	1	3	7	5	9	-12
67	COc1ccccc1-n1nnnc1SCC(=O)N(C)C1CCS(=O)(=O)C1 (stereo not drawn)	-8	0	0	-11	-1	10	9	4
68	COCCOC(=O)c1c(C)n(C)c2ccc(OC(=O)c3cccs3)cc12	3	10	1	-20	-4	-6	19	3
69	COc1cccc(-n2c(SCC(=O)Nc3ccc4c(c3)CCC4)nc3ccccc3c2=O)c1	/	17	7	5	/	/	/	3
70	O=S(=O)(c1ccc(Br)s1)N1CCN(c2ccnc3cc(Cl)ccc23)CC1	-1	12	1	17	20	15	17	-22
71	CC1(C)Oc2ccc(C(=O)N/N=C/c3ccc(O)cc3)cc2NC1=O	-5	7	-10	-7	9	15	9	-20
72	O=C(C1CC1)N1N=C(c2cccc(Br)c2)CC1(O)C(F)(F)F (stereo not drawn)	/	13	-3	3	/	/	/	-13
73	COc1ccc(-c2cc(C(=O)N3CC(C)CC(C)C3)c3ccccc3n2)cc1OC (stereo not drawn)	16	25	4	10	4	0	17	-7
74	Cc1nc(-c2cccc(NS(C)(=O)=O)c2)cs1	-4	10	-6	-6	-11	7	8	-3
75	CCOC(=O)CCCNC(=O)CCCNC(=O)C(c1ccccc1)c1ccccc1	0	5	-4	-3	11	3	5	7
76	Cc1ccc(S(=O)(=O)Nc2ccccc2F)cc1C(=O)NCCCN1CCCC1=O	0	13	4	-2	-2	8	9	1
77	CCCCNC(=O)Cn1cnc2sc(C(=O)OCC)c(C)c2c1=O	-13	3	1	16	-2	-10	-15	-1
78	Cc1ccc2[nH]c(C(=O)N3CCOCC3)cc2c1	-7	6	7	8	-1	-8	1	-17
79	O=C(c1ccc([N+](=O)[O-])cc1)N1CCN(c2cccc3[nH]ccc23)CC1	1	0	1	-4	-7	-5	6	14
80	O=C1OCCN1C(=O)[C@H]1[C@H](c2ccc(F)cc2)C(c2ccc(F)cc2)=NN1c1ccccc1	8	6	-2	5	-11	-6	-1	18

Next part.
no.	molecule	UBC13 inh	CCR6 antag	CXCR6 block	EBI2 block	Jurkat NFkB inh	APJ antag	697 NFkB inh	Gli-Sufu antag
81	CCC(C)n1c(OC)nc2c1c(=O)n(C)c(=O)n2C (stereo not drawn)	5	-2	5	-1	3	2	-7	1
82	COc1cc2ccccc2cc1C(=O)N1CCN(c2ccccn2)CC1	-7	7	-4	37	10	22	7	2
83	COc1ccccc1NC(=O)N(Cc1cc2cc(OC)c(OC)cc2[nH]c1=O)CC1CCCO1 (stereo not drawn)	6	-14	-2	4	7	11	7	-24
84	COC(=O)Cc1ccc(NC(=S)NCc2ccc(F)cc2)cc1	-5	6	0	-11	-7	20	-29	0
